Hsp70 inhibitors: Hsp70 inhibitors, probe displacement, primary screen, biochemical, fluorescence polarization (AID 583); actives 0.06% (n = 140,000); displacement, % at 20 µM, or IC50 in µM where a hit was titrated; Hsp70 fluorescence polarization probe displacement, mP; higher % means a stronger effect; in the data active = displacement above about 50%;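 note: plate controls were vehicle for no effect and reference ligand for full effect; a part of the inactive calls stands beside numbers as strong as those of hits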
MKP-3 inhibition: MKP-3 phosphatase inhibitors, primary screen, biochemical, rat enzyme, in vitro (AID 425); recombinant MKP-3 phosphatase activity, fluorescence; higher % means a stronger effect; inhibition, % at 20 µM, or IC50 in µM where a hit was titrated; actives 0.17% (n = 110,000); in the data active = inhibition above about 50%;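 note: plate controls were vehicle for no effect and reference inhibitor for full effect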
Active calls of the source: *; . = no result given; & = joins results of further samples. A portion of the library. The share of hits here may be higher or lower than overall.

SMILES	Hsp70 inhibitors	MKP-3 inhibition
COc1cc(-c2c(C#N)c(N)n3c(nc4ccccc43)c2C#N)ccc1O	-1.9%	-2%
Cc1cc(OCC(=O)Nc2ccc(-c3nc4ccccc4o3)c(O)c2)ccc1Cl	-1.6%	1%
O=S(=O)(NCCc1ccccc1)c1ccc2ccccc2c1	0.2%	-2%
CCCOc1ccc(C(CC(=O)O)NC(=O)C23CC4CC(CC(C4)C2)C3)cc1 (stereo not drawn)	-4.4%	.
COC(=O)CN(c1ccc(C)c(Cl)c1)S(C)(=O)=O	2.1%&-2.7%	-3%&-7%
CC(C)(C)C1CCc2onc(C(=O)Nc3ccc(F)cc3F)c2C1 (stereo not drawn)	0.4%	3%
O=C(C1=C(O)C(=O)N(c2nncs2)C1c1cccc([N+](=O)[O-])c1)c1cccs1 (stereo not drawn)	-2.6%	3%
COC(=O)c1[nH]c2ccc(C)cc2c1NC(=O)CN1CCN(c2ccc(F)cc2)CC1	2.2%	-7%
COc1ccc([N+](=O)[O-])cc1-c1ccc(/C=C2\C(=O)NC(=O)N(c3ccc(Cl)cc3)C2=O)o1	1.2%	-3%
Cc1ccc(CS(=O)(=O)CCC(=O)N2CCOCC2)cc1	1.1%	-6%
COc1cccc(NC(=O)c2nn(C)cc2Br)c1	-2.6%	.
CCn1nnnc1SCC(=O)Nc1cccc(NC(C)=O)c1	7.3%	0%
CC1=CCC2C(=O)N(c3cc(C)on3)C(=O)C2C1 (stereo not drawn)	0.2%	.
CCCNC(=O)/C=C/c1ccc2c(c1)OCO2	-4.2%	1%
Cc1cnn(-c2ccc3nnc(-c4ccc(Br)cc4)n3n2)c1	6.2%	11%
COc1ccc(NC(=O)C(CC(=O)O)Cc2ccccc2)cc1 (stereo not drawn)	-3.1%	-9%
COc1cccc(C2C(C(N)=O)=C(C)Nc3nc(-c4ccccc4Cl)nn32)c1 (stereo not drawn)	-1.0%	-2%
CC(CCc1ccccc1)NC(=O)CSc1nccc(=O)[nH]1 (stereo not drawn)	-1.3%	4%
CCOC(=O)c1sc(NC(C)=O)nc1-c1ccccc1	-1.6%	.
CCN(CCCNC(=O)C1CCCN(S(=O)(=O)c2cnc[nH]2)C1)c1ccccc1 (stereo not drawn)	-2.4%	4%
CCOC(=O)Nc1ccc2c(c1)N(C(=O)N1CCN(C)CC1)c1ccccc1S2	3.1%	2%
O=C(Nc1ccc(Cl)cc1)N1CCN(c2ccccc2Cl)CC1	1.0%	4%
Cc1cc(-n2c(C)cc(C(=O)CSc3ncnc4ccccc34)c2C)no1	-0.3%	-10%
COC(=O)CSc1nnc(CNC(=O)c2ccccc2OC)n1-c1ccc(OC)cc1	-1.4%	5%
CCCCCCC(c1c(C)n(C)n(-c2ccccc2)c1=O)c1c(C)n(C)n(-c2ccccc2)c1=O	0.8%	-5%
Next section.
SMILES	Hsp70 inhibitors	MKP-3 inhibition
O=[N+]([O-])c1ccc(NCCOCCO)c(Cl)c1	-3.4%	4%
Cc1cccc(-c2c3c(=O)n(C)c(=O)n(C)c3cn2CCO)c1	-2.8%	-13%
Cc1ccc(S(=O)(=O)Cn2nnnc2CN2CCN(C(=O)c3ccco3)CC2)cc1	2.3%	-7%
COC(=O)c1ccc2c(=O)n(CCCCCC(=O)NCc3ccccn3)c(=O)[nH]c2c1	-1.3%	-8%
Cc1ccc(Cn2c(NC(=O)c3ccc(Cl)cc3)nc3ccccc32)cc1	-1.8%	0%
c1cc2cn[nH]c2cc1NC1CCCCCC1	4.2%	-8%
CCCCN(CC)c1nc(N)c2c(N)nc(OCC)cc2c1C#N	2.9%	.
COc1ccc(/C=C2\SC(=S)N(CC(=O)Nc3ncc(Cc4cccc([N+](=O)[O-])c4)s3)C2=O)cc1OC	-0.4%	0%
COC(=O)c1sc(NC(=O)c2cc([N+](=O)[O-])ccc2Cl)c(C(=O)OC)c1C	-4.5%	4%
c1ccc(Cc2nnc(N3CCOCC3)c3ccccc23)cc1	-5.9%	.
N/C(=N\OC(=O)c1ccc(Br)cc1)c1ccccc1	-3.7%	2%
CC1CN(S(=O)(=O)c2ccccc2)CC(C)O1 (stereo not drawn)	5.5%	-4%
O=C(NCCN1CCOCC1)C1CCC(=O)N1Cc1ccccc1Cl (stereo not drawn)	-8.0%	3%
CCCc1noc2c1/C(=N\O)CC(CC(C)SCC)C2 (stereo not drawn)	4.2%	-8%
O=C(CCNc1n[nH]c(=O)[nH]c1=O)OCc1ccccc1	1.9%	1%
Cc1ccc(C(=O)N/C(N)=N/c2nc3ccccc3o2)cc1	-2.4%	.
O=C1NN(c2ccccc2)C(=O)/C1=C/c1ccco1	5.0%	2%
Cc1ccc(-c2nc3cc(Cl)ccc3o2)cc1NC(=S)NC(=O)c1ccco1	-5.3%	-1%
O=C1CC(NCc2ccc3c(c2)OCO3)C(=O)N1c1ccc(Cl)cc1 (stereo not drawn)	0.5%	1%
CCC1CCC(=O)C(C2(O)C(=O)Nc3ccccc32)C1 (stereo not drawn)	1.3%	-4%
COc1cccc(C(=O)N2CCSC2=S)c1	-0.3%	2%
O=C(c1ccc(Cl)c(Cl)c1)N1CCN(C(c2ccccc2)c2ccccc2)CC1	1.3%	-14%
Nc1nc2ccccc2n1C(=O)CCc1ccccc1	2.2%	-1%
Cc1c(C(=O)N2CCOCC2)oc2ccc(S(=O)(=O)N3CCCCCC3)cc12	1.2%	-3%
COc1cc(NC(=O)Cc2ccc(Cl)cc2)c(OC)cc1Cl	0.3%	-1%

14 entries from above, ordered by count of non-hydrogen atoms, rising:
SMILES	Hsp70 inhibitors	MKP-3 inhibition
COc1cccc(C(=O)N2CCSC2=S)c1	-0.3%	2%
O=[N+]([O-])c1ccc(NCCOCCO)c(Cl)c1	-3.4%	4%
N/C(=N\OC(=O)c1ccc(Br)cc1)c1ccccc1	-3.7%	2%
Nc1nc2ccccc2n1C(=O)CCc1ccccc1	2.2%	-1%
O=C(CCNc1n[nH]c(=O)[nH]c1=O)OCc1ccccc1	1.9%	1%
COc1cc(NC(=O)Cc2ccc(Cl)cc2)c(OC)cc1Cl	0.3%	-1%
c1ccc(Cc2nnc(N3CCOCC3)c3ccccc23)cc1	-5.9%	.
CCCCN(CC)c1nc(N)c2c(N)nc(OCC)cc2c1C#N	2.9%	.
O=C(NCCN1CCOCC1)C1CCC(=O)N1Cc1ccccc1Cl (stereo not drawn)	-8.0%	3%
Cc1ccc(Cn2c(NC(=O)c3ccc(Cl)cc3)nc3ccccc32)cc1	-1.8%	0%
Cc1c(C(=O)N2CCOCC2)oc2ccc(S(=O)(=O)N3CCCCCC3)cc12	1.2%	-3%
Cc1ccc(S(=O)(=O)Cn2nnnc2CN2CCN(C(=O)c3ccco3)CC2)cc1	2.3%	-7%
COC(=O)c1ccc2c(=O)n(CCCCCC(=O)NCc3ccccn3)c(=O)[nH]c2c1	-1.3%	-8%
COc1ccc(/C=C2\SC(=S)N(CC(=O)Nc3ncc(Cc4cccc([N+](=O)[O-])c4)s3)C2=O)cc1OC	-0.4%	0%

Next entries:
SMILES	Hsp70 inhibitors	MKP-3 inhibition
Cc1cc(C)c(OCC(=O)Nc2cccc(NC(=O)c3ccco3)c2)c(Br)c1	-5.1%	-10%
Cc1ccc2nc(-c3ccc(C)c(NC(=O)c4ccc5ccccc5c4)c3)oc2c1	3.9%	2%
O=C(O)c1cccn2c(=O)c3ccccc3nc12	3.9%	2%
Cc1ccccc1CSc1nnc(-c2ccco2)n1Cc1ccco1	2.9%	3%
COc1ccc2c(c1OC)C(=O)OC2CC(=O)O (stereo not drawn)	-0.5%	.
COc1ccc(-c2noc(CCC(=O)NCc3cccnc3)n2)cc1	-5.9%	0%
CCOC(=O)c1sc(NC(=O)CSc2n[nH]c(-c3ccncc3)n2)c(C#N)c1C	-0.9%	.
Cc1ccccc1-c1nnc(SCC(=O)Nc2ccc(Cl)cc2)n1N	-0.3%	-8%
Cn1c(C(=O)NC2CC2)cc2c(=O)n(C)c3ccccc3c21	2.2%	-5%
CCOC(=O)Cc1cnc(NC(=O)NC(C(=O)OCC)(c2ccccc2)C(F)(F)F)s1 (stereo not drawn)	2.5%	-5%
C=CCc1cccc2cc(C(=O)Nc3cccc(C(=O)O)c3)c(=O)oc12	4.9%	7%
CCCCOC(=O)C1=C(C)NC2=C(C(=O)CCC2)C1c1cccc(C(F)(F)F)c1 (stereo not drawn)	-3.2%	5%
CCn1cc(/C=C2\C(=O)NC(=O)N(c3ccccc3)C2=O)c2ccccc21	2.6%	1%
O=C(Cc1cccs1)N1CCN(c2ccccn2)CC1	1.4%	-8%
CCOc1cc(NC(=O)c2cccs2)c(OCC)cc1NC(=O)c1ccco1	7.7%	.
CCOC(=O)CCCNC(=O)CN1C(=O)NC(CCc2ccccc2)C1=O (stereo not drawn)	-1.1%	-11%
O=C(NCC1c2ccccc2CCN1C(=O)c1ccccc1)c1ccccc1 (stereo not drawn)	0.9%	3%
CCCN(CCC)C(=O)Cn1c(=O)n(CCCCC(=O)NCc2ccco2)c(=O)c2ccccc21	.	0%
Cc1ccnn2c(-c3ccccc3)c3c(=O)n(C)c(=O)n(C)c3c12	-19%	-10%
Cc1ccccc1NC(=O)c1sc2nc3c(c(-c4ccco4)c2c1N)CCC3	-2.5%	.
Cc1noc(C)c1C(=O)OC(C(=O)NC1CCCC1)c1ccc(F)cc1 (stereo not drawn)	1.5%	-8%
CCCCNC(=O)Nc1ccccn1	3.1%	.
COCCCNC(=O)CCNS(=O)(=O)c1ccc(C)cc1	-1.6%	2%
CCOC(=O)C1CCN(C(=O)COc2ccc(C)cc2C)CC1	1.3%	-3%
NS(=O)(=O)c1cccc(NC(=O)c2cccc3c(Br)cccc23)c1	1.5%	-1%
Additional structures follow:
SMILES	Hsp70 inhibitors	MKP-3 inhibition
CCCC(=O)Nc1cccc(-c2nc3cc(C)ccc3o2)c1	-4.7%	4%
OC(CNCCc1ccc(Cl)cc1)COCc1ccco1 (stereo not drawn)	-5.3%	-2%
COc1ccc2cc(C(=O)c3ccccc3)c(=O)oc2c1	-9.3%	.
CCn1c(=O)c(C(=O)NC(C)C)c(O)c2ccccc21	-2.5%	.
COc1cc(/C=N\N2CCN(c3ccc(C)cc3)CC2)ccc1OCc1ccccc1	-5.0%	1%
Cc1cc(C)n2c(Nc3ccc4c(c3)OCCO4)c(-c3ccccc3)nc2n1	-3.3%	.
CC(=O)OC1(C#CCl)CCCCC1	0.7%	2%
Cn1c(=O)[nH]c(=O)c2c1ncn2CCCc1ccccc1	-4.4%	-1%
Cc1cc(OCC(=O)N2CCCCC2)ccc1Br	1.6%	0%
O=C(O)C1[C@H]2C(=O)N(Cc3cccs3)C[C@]23C=C[C@H]1O3 (stereo partly drawn)	6.9%	-4%
CS(=O)(=O)N(CC(=O)N1CCCC1)c1ccc2c(c1)OCCO2	-2.7%	.
O=C(c1c(Cl)cccc1Cl)N1CCN(c2ccc([N+](=O)[O-])cc2)CC1	-0.9%	1%
Cn1cc(C(CC(=O)O)C(=O)O)c2ccccc21 (stereo not drawn)	-1.8%	.
COC(=O)Nc1ccc(C)c2nsnc12	-1.3%	-3%
Cc1nc(/C=[N+](\[O-])C(C)(C)/C=N/O)n(O)c1C	-1.5%	-7%
C/C(=C\c1ccccc1)CN1CCN(c2ccccc2)CC1	.	-3%
COC(=O)CSc1nnc2n(-c3ccc(OC)cc3)c(=O)c3c4c(sc3n12)COC(C)(C)C4	2.4%	2%
COC(=O)CN1C(c2ccc(OC)cc2)Nc2ccc(Br)cc2C1c1ccccc1 (stereo not drawn)	0.3%	1%
COc1cc(NC(=O)c2ccc3c(=O)n(Cc4ccco4)c(=S)[nH]c3c2)cc(OC)c1OC	1.1%	-8%
Cc1c(Cl)cccc1N=Cc1c[nH]c2ccccc12	-2.9%	-4%
O=C(CCC(=O)N/N=C/c1cc(Br)ccc1O)N/N=C\c1cc(Br)ccc1O	-1.3%	1%
CCSc1nc(-c2ccco2)ccc1C#N	-9.9%	-3%
CC(=O)Nc1ccc(S(=O)(=O)Nc2ccc(OCc3ccccc3)cc2)cc1	-2.5%	0%
COc1ccc(C(=O)N2CCN(S(=O)(=O)c3ccc(Cl)cc3)CC2)cc1	0.0%	4%
COc1ccc(C(=O)c2ccc(N3CCCCC3)c([N+](=O)[O-])c2)cc1	0.2%	4%
Remaining list, next part
SMILES	Hsp70 inhibitors	MKP-3 inhibition
CC1CCCN(C(=O)CSc2nnc(-c3ccc(S(=O)(=O)N4CCOCC4)cc3)n2C)C1 (stereo not drawn)	-3.4%	0%
Cc1cc(C)c2nc(N3CCCC(C(=O)N4CCN(c5ncccn5)CC4)C3)sc2c1 (stereo not drawn)	1.7%	.
O=C(NCCc1ccccn1)C1CC(=O)N(Cc2ccccc2Cl)C1 (stereo not drawn)	2.0%	-14%
CCOC(=O)CNC(=O)c1ccccc1	6.1%	.
CCOC(=O)c1c(C)nc2sccn12	-3.6%&8.4%	-16%&0%
Cc1cc(NC(=O)c2ccc(Cl)cc2)no1	2.0%	-7%
O=C(CCN1CCN(c2ccccc2)CC1)Nc1nccs1	6.2%	-13%
COc1ccc(Br)cc1CN1CCCCCCC1	10%	.
CN1C(=O)C2(OCC(COc3ccc(Cl)cc3)O2)c2ccccc21 (stereo not drawn)	1.2%	-9%
CCOC(=O)c1ccc(N2NC(=O)/C(=C/c3cc(Cl)cc(Br)c3O)C2=O)cc1	-0.5%	4%
COc1ccc(N=Cc2c(O)n(-c3ccccc3OC)c(=O)[nH]c2=O)cc1	-11%	-1%
Cc1nn(-c2ccccc2)c2sc(C(=O)N3CCCCC3)cc12	1.0%	-1%
CCOc1ccccc1-n1c(SCC(=O)Nc2ccc(CC)cc2)nc2n[nH]c(C)c2c1=N	1.2%	.
CCOC(=O)C(=O)NCc1ccc(Cl)cc1	1.1%	-1%
COc1ccc(N(CC(=O)N2CCOCC2)S(C)(=O)=O)cc1	-0.7%	3%
CCOC(=O)N1CCC(Nc2c(NCCN3CCN(c4cccc(Cl)c4)CC3)c(=O)c2=O)CC1	-0.9%	7%
C=C(C)COc1ccc(-c2n[nH]c(C)c2-c2ccccc2OC)c(O)c1	3.5%	-17%

Screening results deposited in PubChem by Sanford-Burnham Center for Chemical Genomics.
